Assay outcomes as filed in PubChem.
WT yeast gro inh: growth inhibition of WT yeast, mitochondrial fusion screen; mitochondrial fusion phenotypic screen, WT strain; inhibition, % at 10 µM; hit rate 2.1% among 190,000; AID 1362; in the data active = inhibition above about 58%; tested in S. cerevisiae
RSV antiviral HEp-2: inhibition of RSV-induced cytopathic effect – HEp-2 cells, primary 10 µM value included (AID 2391). hit rate 0.13% among 310,000. HEp-2 cells, RSV-induced CPE inhibition; higher % means a stronger effect. one-dose CPE inhibition, % at 10 µM; IC50 in µM for titrated hits; in the data active = a potency from the dose series; inconclusive = CPE inhibition mostly from about 23% at the one dose, without a potency; inactive = the rest, 99 in 100 with CPE inhibition below about 21%; note: strong numbers were not always called active
human PMI inhibition: inhibitors of human PMI, primary screen, biochemical, fluorescence intensity, coupled assay (AID 1209); purified PMI enzyme, coupled fluorescence intensity; higher % means a stronger effect; inhibition, % at 20 µM, or IC50 in µM where a hit was titrated; hit rate 0.42% among 190,000;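 note: plate controls were DMSO vehicle for no effect and wells lacking substrate for full effect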
TNAP activators: stimulation of alkaline phosphatase TNAP activity – biochemical, luminescent, no phosphate acceptor, uHTS, primary screen (AID 1001). purified TNAP, luminescent activation assay, no phosphate acceptor; higher activation fold means a stronger effect. activation fold at 20 µM; hits with a dose series show EC50 in µM. hit rate 0.03% among 200,000; in the data active = activation fold from about 3, or a potency from the dose series; inactive = the rest, 99 in 100 with activation fold below about 1.6; note: many of its hits are not listed in these tables
SIAH1 antagonists: blockers of Siah-1 interaction with plectin peptide – biochemical, fluorescence polarization, rhodamine-plectin, uHTS, primary screen (AID 1817); Siah-1 / rhodamine-plectin peptide fluorescence polarization; higher % means a stronger effect; hit rate 0.02% among 290,000; displacement, % at 20 µM, or IC50 in µM where a hit was titrated;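 active = displacement of at least 50% at 20 µM, with a fluorescence ratio check between 0.3 and a set limit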;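 note: plate controls were Siah plus tracer with DMSO for no effect and tracer alone without Siah for full effect; strong numbers were not always called active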
Salmonella PhoP GFP: PhoP-dependent GFP reporter repression – Salmonella Typhimurium, primary screen (AID 1863); S. Typhimurium PhoP-regulated promoter GFP reporter, 4 h; higher % means a stronger effect; inhibition, % at 50 µM; hits with a dose series show IC50 in µM; hit rate 0.16% among 300,000;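 active = inhibition over 29.93%, a cutoff 3 SD above the screen mean, later confirmed by dose response; inconclusive = inhibition over 29.93% but no dose response follow-up; inactive = inhibition at most 29.93% or unconfirmed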;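 note: 0% = low Mg2+ inducing control and 100% = high Mg2+ repressing control; strong numbers were not always called active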
Myeloid diff 2: promotes myeloid progenitor differentiation; AID 624256; hit rate 1% among 360,000; ER-HoxA9 myeloid progenitors, lysozyme-GFP differentiation, flow cytometry; calls only at 10 µM;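 active = normalized GFP-positive differentiation at or above the plate's own cutoff, the solvent-only control mean plus 3 SD; inconclusive = no clear call, values can overlap the other calls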;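 note: cells exposed to compound for four days before flow analysis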
XIAP antagonists: XIAP antagonists, biochemical, IAP family, fluorescence polarization (AID 1018); XIAP BIR domain, fluorescence polarization peptide displacement; higher % means a stronger effect; displacement, % at 20 µM; hits with a dose series show IC50 in µM; hit rate 0.007% among 200,000; in the data active = displacement above about 50%; note: a part of the inactive calls stands beside numbers as strong as those of hits
PMI inhibition: human PMI inhibitors, high substrate, primary screen, biochemical, fluorescence intensity, high mannose 6-phosphate (AID 1220); recombinant PMI enzyme, coupled fluorescence intensity; higher % means a stronger effect; one-dose inhibition, % at 20 µM; IC50 in µM for titrated hits; hit rate 0.66% among 190,000
WT yeast gro inh mutant strain: second read-out of WT yeast gro inh, no call of its own (marks repeat the call); inhibition, %; mitochondrial fusion phenotypic screen, mutant strain inhibition
Myeloid diff 2 GFP+ MAC1+ %: further read-out of Myeloid diff 2, marked with its call; GFP+ MAC1+ double positive, %; measured here: differentiation confirmed by MAC1 staining
* hit, by the source's call; i = inactive; ? = inconclusive; . = no result given. Cut-off read from the data, not from the text of the source, unless noted: active = inhibition above about 50%; inactive = the rest.

structure	WT yeast gro inh	WT yeast gro inh mutant strain	RSV antiviral HEp-2	human PMI inhibition	TNAP activators	SIAH1 antagonists	Salmonella PhoP GFP	Myeloid diff 2	Myeloid diff 2 GFP+ MAC1+ %	XIAP antagonists	PMI inhibition
Cc1ccc(NC(=O)Cn2c(=O)n(CCCCC(=O)NCc3ccco3)c(=O)c3ccccc32)cc1	-2	4	14%	-1%	1.2	-1%	-1%	i	1.1	-3.4%	-2%
CCOc1ccccc1C1C(C(N)=O)=C(C)Nc2nc(-c3cccc(C)c3)nn21 (stereo not given)	-17	4	0.5%	.	.	.	9%	i	0.5	.	.
O=C(CN1CCN(c2ccc(C(F)(F)F)cn2)CC1)Nc1ccc2c(c1)OCO2	.	.	2.1%	.	.	-3%	1%	i	0.7	.	.
O=C(C1CCC(=O)N(C2CC2)C1)N1CCN(c2cccc(Cl)c2)CC1 (stereo not given)	.	.	1.5%	.	.	6%	3%	i	0.9	.	.
COCCn1c(=O)[nH]c2cc(C(=O)Nc3cc(C)cc(C)c3)ccc2c1=O	.	.	9.3%	.	.	1%	6%	i	1.6	.	.
S=C(NCc1ccccn1)Nc1ccc(Cl)cc1Cl	24	26	0.8%	6%	1	2%	11%	i	0.5	-8.3%	13%
CCN(c1cccc(C)c1)c1nc2ccsc2c(=O)s1	9	-20	9.9%	-4%	1.1	15%	0%	i	0.3	-8.2%	-10%
O=C(CCS(=O)(=O)c1ccccc1)Nc1ccc2c(c1)C(=O)NC2=O	-3	-1	-0.7%	0%	1	-3%	-7%	i	0.3	-2.4%	4%
COc1ccc(N(C)C(=O)C2CCCN2S(=O)(=O)c2cccc3nsnc23)c(OC)c1 (stereo not given)	.	.	40%	.	.	-1%	-2%	?	.	.	.
Cc1ccc2[nH]c3c(=O)n(CCCN4CCOCC4)cnc3c2c1	27	24	1.3%	14%	1	-5%	-3%	i	0.5	-2.4%	4%
CCOC(=O)c1cnc2nc(NCc3ccc(OC)c(OC)c3)[nH]n2c1=O	-1	7	-0.4%	-29%	1.1	5%	-12%	i	0.6	-9.3%	-38%
O=C1NCCN1C(=O)c1cccc(Cl)c1	2	4	1.2%	10%	1	4%	0%	i	0.7	-7.7%	1%

Nothing new here: entries from further up.
structure	WT yeast gro inh	WT yeast gro inh mutant strain	RSV antiviral HEp-2	human PMI inhibition	TNAP activators	SIAH1 antagonists	Salmonella PhoP GFP	Myeloid diff 2	Myeloid diff 2 GFP+ MAC1+ %	XIAP antagonists	PMI inhibition
S=C(NCc1ccccn1)Nc1ccc(Cl)cc1Cl	24	26	0.8%	6%	1	2%	11%	i	0.5	-8.3%	13%
CCN(c1cccc(C)c1)c1nc2ccsc2c(=O)s1	9	-20	9.9%	-4%	1.1	15%	0%	i	0.3	-8.2%	-10%
O=C(CCS(=O)(=O)c1ccccc1)Nc1ccc2c(c1)C(=O)NC2=O	-3	-1	-0.7%	0%	1	-3%	-7%	i	0.3	-2.4%	4%
COc1ccc(N(C)C(=O)C2CCCN2S(=O)(=O)c2cccc3nsnc23)c(OC)c1 (stereo not given)	.	.	40%	.	.	-1%	-2%	?	.	.	.
Cc1ccc2[nH]c3c(=O)n(CCCN4CCOCC4)cnc3c2c1	27	24	1.3%	14%	1	-5%	-3%	i	0.5	-2.4%	4%
CCOC(=O)c1cnc2nc(NCc3ccc(OC)c(OC)c3)[nH]n2c1=O	-1	7	-0.4%	-29%	1.1	5%	-12%	i	0.6	-9.3%	-38%
O=C1NCCN1C(=O)c1cccc(Cl)c1	2	4	1.2%	10%	1	4%	0%	i	0.7	-7.7%	1%

The list goes on.
structure	WT yeast gro inh	WT yeast gro inh mutant strain	RSV antiviral HEp-2	human PMI inhibition	TNAP activators	SIAH1 antagonists	Salmonella PhoP GFP	Myeloid diff 2	Myeloid diff 2 GFP+ MAC1+ %	XIAP antagonists	PMI inhibition
CC(C)(C)c1ccc(/C=N/NC(=O)C(=O)NCCCN2CCOCC2)cc1	-1	-4	0.9%	4%	1.1	-5%	3%	i	1.3	-8.4%	18%
CC(O)c1cccc(NC(=O)Cc2cccc3ccccc23)c1 (stereo not given)	-2	-4	15%	-2%	1.1	10%	-4%	.	.	-2.4%	-3%
CN(/N=C/C=C/c1ccccc1)c1cc(=O)n(C)c(=O)[nH]1	-5	-12	5.3%	3%	1.7	-1%	-36%	i	1.2	-6.5%	27%
CCN1/C(=C\C=C2\C(=O)N(C)C(=S)N2C)Sc2ccccc21	29	28	0.8%	3%	0.6	-2%	4%	i	0.9	-9.3%	5%
CCOC(=O)C1CCN(S(=O)(=O)c2ccc(CC)cc2)CC1	-5	1	2.3%	-5%	1.1	-1%	-14%	i	0.7	-8.3%	-6%
CCOc1ccccc1N(CC(=O)NC1CCCCC1)C(=O)CCC(=O)Nc1cc(C)ccn1	.	.	1.2%	.	.	-1%	7%	i	0.3	.	.
CC[C@@H]1C=C(C)C[C@H](C)C[C@H](OC)[C@H]2O[C@@](O)(C(=O)C(=O)N3CCCC[C@H]3C(=O)O[C@H](/C(C)=C/[C@@H]3CC[C@@H](O)[C@H](OC)C3)[C@H](C)[C@@H](O)CC1=O)[C@H](C)C[C@@H]2OC	31	22	.	-1%	1	5%	-6%	.	.	-14%	0%
O=C(O)CCCNC(=O)/C(=C\c1ccc(Cl)cc1)NC(=O)c1ccccc1Br	4	4	-0.3%	-6%	1	0%	-1%	i	0.7	-9.5%	2%
O=C(N/N=C/c1ccc2cccnc2c1)c1nc2ccccc2c(=O)[nH]1	.	.	0.0%	.	.	8%	-8%	i	0.4	.	.
CN(CCCNC(=O)c1cccc(N2CCCC2=O)c1)c1ccccc1	-3	-4	1.7%	-52%	1	-8%	5%	i	1.2	-6.7%	-41%
COc1ccc2[nH]c(CN3CCN(CC(C)C)C(CCO)C3)c(C)c2c1 (stereo not given)	-6	10	-2.1%	4%	1.1	-4%	-7%	i	1.0	-5.9%	11%
Cc1cccc(CSc2nnc3c(n2)[nH]c2ccccc23)c1	.	.	6.7%	.	.	10%	-2%	i	0.8	.	.
CC(=O)C1=C(C)Nc2ncnn2C1c1cccc(OCc2ccccc2)c1 (stereo not given)	11	0	2.2%	7%	1.1	2%	-9%	i	3.0	-8.3%	5%
Cc1noc(NS(=O)(=O)c2ccc(NC(=O)c3ccc(Br)o3)cc2)c1C	-6	-4	0.8%	-10%	1.1	3%	10%	.	.	-1.0%	-13%
COC(=O)C(Oc1ccc2c(-c3ccc(OC)cc3)cc(=O)oc2c1)c1ccccc1 (stereo not given)	36	-15	2.2%	24%	1	1%	13%	i	0.3	1.0%	12%
COc1cc(CN2CCC(C(=O)N3CCN(c4ccccc4F)CC3)CC2)cc(OC)c1O	-3	9	-1.7%	24%	1.1	2%	-4%	i	1.2	-1.8%	54%*
COc1cccc(C(=O)NC(=S)Nc2ccc3oc(=O)ccc3c2)c1	-13	-11	2.8%	10%	1	13%	6%	i	0.1	-0.6%	4%
O=c1[nH]c(=S)[nH]c(O)c1N=Nc1ccc(-c2ccccc2)cc1[N+](=O)[O-]	10	19	.	9%	0.9	9%	3%	.	.	-3.5%	13%
CCC(C(=O)NC(C)(C)C)N(C(=O)Cn1nnc(-c2cccs2)n1)c1cnc2ccccc2c1 (stereo not given)	10	-9	4.7%	5%	1.1	0%	-5%	i	0.4	-6.8%	2%
Cc1ccc(S(=O)(=O)N/N=C/c2cccc3c2OCCO3)cc1	-11	-18	1.6%	6%	1.1	1%	9%	i	0.7	-2.3%	6%
Cc1ccc2c(c1)Oc1ccccc1C=C2C(=O)O	-7	-9	-0.9%	1%	1.1	3%	.	i	0.3	-7.2%	4%
COc1ccc(CNC(=O)OCCN2CCN(S(=O)(=O)c3ccc(C)cc3)CCC2=O)cc1	22	-7	0.5%	-2%	1.1	-3%	4%	i	1.1	-3.1%	-2%
CCc1nc(C)cn1S(=O)(=O)c1cc(Br)ccc1OC	8	3	0.2%	2%	1	-5%	1%	i	0.8	-4.8%	8%
CCCc1nc2ccccc2c(=O)n1CCc1ccccc1	.	.	7.7%	.	.	0%	6%	i	0.5	.	.
NCCCC[C@@H]1NC(=O)c2cc([N+](=O)[O-])cc(F)c2NCCCC[C@@H](C(N)=O)NC(=O)[C@H](CCC(N)=O)NC1=O	-5	-8	0.6%	9%	1	-9%	7%	i	1.5	-6.5%	22%
COc1cc2cc(CN(Cc3cccnc3)C(=O)Nc3ccccc3F)c(=O)[nH]c2cc1OC	-10	-8	0.5%	15%	1	-3%	-3%	i	0.6	-20%	11%
CC(=O)c1cccc(CN2CCC(n3nccc3NC(=O)c3ccc4c(c3)OCO4)CC2)c1	.	.	-0.1%	.	.	9%	-7%	i	0.8	.	.
O=C(CSCc1ccccc1)Nc1ccc(Cl)cn1	26	-42	2.2%	17%	1.1	2%	-3%	i	0.7	-5.1%	11%
Cc1ccc(S(=O)(=O)NCCC2(C(C)C)CCOC(C)(C)C2)cc1 (stereo not given)	13	8	1.1%	11%	1.1	2%	2%	.	.	-9.8%	5%
N#CC1=C(N)NC(SCC(=O)Nc2ccc(Br)cc2)=C(C#N)C12CCCCC2	20	21	-0.3%	-1%	0.9	0%	-2%	i	0.4	-3.2%	-1%
COc1ccc(/C(N)=N/OC(=O)c2ccc(OC)c([N+](=O)[O-])c2)cc1OC	-31	-4	1.0%	8%	1	-6%	-6%	i	0.6	-2.7%	8%
OC(CN1CCOCC1)C12CC3CC(CC(C3)C1)C2 (stereo not given)	-7	-10	-0.1%	3%	1.1	3%	18%	i	0.9	-7.4%	-1%
COC(=O)c1ccccc1NC(=O)CCCN1C(=O)C(c2ccccc2)Oc2cccnc21 (stereo not given)	.	.	6.5%	.	.	0%	0%	i	0.6	.	.
